Bioassay records (PubChem)
Pf Dd2 growth: blocks in vitro growth of P. falciparum Dd2 | Potency, µM (series often up to 28.9 µM), inactives show at the highest dose activity, negative = inhibition, actives largely listed as inhibitors | AID 1347417 | P. falciparum Dd2 growth, SYBR Green, 72 h | 120,000 compounds, 4.3% hits; active = well fitted inhibition curve with a large enough effect; inconclusive = small, poorly fitted or top-dose-only effect; inactive = no such curve, though single readings can be large or run the other way;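 also: plate controls were DMSO vehicle for no effect and reference drug for full effect; nearly all actives have a fitted effect of over 65% in size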
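Readout: SYBR Green fluorescence, 485 nm excitation, 535 nm emission, after ~16 h lysis at 37C. Before that, Dd2-infected red cells (2.5% hematocrit) grew 72 h with compound, 29 uM top final concentration.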
Numbers without * were called inactive; i = inactive; ? = inconclusive; [ ] = dose if it differs, or a comment. Potency is read from the fitted curve at half-maximal effect.

| canonical_smiles | Pf Dd2 growth |
| --- | --- |
| COc1ccc(-c2cc(N3CCCC(NC(=O)Cc4ccsc4)C3)n[nH]2)cc1 (stereo unspecified) | -18.1% |
| CCC(C)NC(=O)c1ccc(-n2c(-c3ccccc3)cc3c2CCCC3)cc1 (stereo unspecified) | ? |
| CCOC(=O)c1ccccc1NC(=O)c1nn(-c2ccc(OC)c(Cl)c2)c(=O)c2c1c1ccccc1n2C | 31.1%[activator] |
| COCCc1nn2c(=O)cc(COC(=O)c3ccc(OC)c(OC)c3)nc2s1 | -19.2% |
| CCc1nccn1Cc1nnc(C2CC(N)C2)n1CCOC (stereo unspecified) | -8.3% |
| Cc1ccc(-c2cn3c(n2)N(C(=O)Cn2ccnc2C)CCC3)cc1 | 10µM* |
| O=C1NCCCCCCN(Cc2ccncc2)[C@@H]2CN(S(=O)(=O)c3ccccc3)CC[C@@H]12 | ? |
| CC(=O)Nc1ccccc1-c1nc2ccccc2n(C(C)C(=O)Nc2cc(Cl)ccc2C)c1=O (stereo unspecified) | ? |
| CCOC(=O)c1sc(NC(=O)c2nc(SCC)ncc2Cl)c(C(=O)OCC)c1C | 4.5% |
| O=C(CC[C@@H]1CNC(=O)[C@@H]2C[C@H](NS(=O)(=O)c3cccs3)CN12)NC1CC1 | 35.6%[activator][44.1 µM] |
| O=C(CSc1nccn1-c1ccc(F)cc1)Nc1ccc(OC(F)(F)F)cc1 | 139.9%[activator] |
| Cc1ccc(F)cc1NC(=O)CSc1nc(-c2cccs2)cc(C(F)(F)F)n1 | -24.9% |
| CC(=O)Nc1cccc(C(=O)N2CCC(n3cc(-c4nc(C(C)C)no4)nn3)CC2)c1 | ? |
| COc1ccc(C(=O)NC[C@H]2C[C@@H]3CCN2C[C@@H]3c2cc(-c3ccc(N(C)C)cc3)nc(C)n2)cc1 | i |
| CCOc1ccc2c(c1)c(=O)c(S(=O)(=O)c1ccc(CC)cc1)cn2Cc1cccc(Cl)c1 | 10µM* |
| COc1cccc([S+](=O)([O-])N2CCNc3cnc(Nc4ccc(N5CCOCC5)cc4)nc3C2)c1 | -16.7% |
| Nc1ccc2oc(-c3ccccc3Br)nc2c1 | 19.2% |
| COc1ccc(C(=O)N2CCCCCCNC(=O)[C@@H]3CCC[C@@H]32)cn1 | 14.5% |
| CCCCCC(=O)N[C@H]1C[C@@H](Cc2cc(COc3ccccc3)on2)C1(C)C | 11.2µM* |
| Cc1cc(C)c([S+](=O)([O-])c2nnn3c2nc(N2CCCCC2)c2ccccc23)c(C)c1 | ? |
| COc1cccc(Nc2cc3c(cn2)CN(Cc2cccnc2)CCN3)c1 | -15.3%[44.1 µM] |
| CCOc1ccc(OC(=O)c2c(-c3ccccc3Cl)noc2C)cc1 | i |
| CCN(CC)[C@H]1[C@@H]2OC[C@@H](O2)[C@@H](NC(=O)Nc2cccc(OC)c2)[C@@H]1O | i |
| Cc1ccc(C)c(NC(=O)CN2C(=O)C(c3ccccc3)=NC23CCCC3)c1 | i |
| COc1ccc2c(Sc3ccccc3)c(C(=O)NCc3cc(Br)ccc3OC)[nH]c2c1 | ? |
| Cc1ccc(C)c(N2CCN(C(=O)CN3CCSc4ccc(S(=O)(=O)N(C)C)cc43)CC2)c1 | ? |
| Cc1ccc(CNc2nc3nc(C)c(Cl)c(C)n3n2)cc1 | 16.8%[5.79 µM] |
| COc1ccc(OCCSc2nc3ccccc3n2CC(=O)N2CCOCC2)cc1 | -2.1% |
| COc1ccc(-c2cc3c(nc2-c2ccccc2)nc(C(=O)NCCN(C)C)n3C)cc1OC | 3.98µM* |
| Cc1noc(C)c1S(=O)(=O)NCCC1CN(c2cnn(C)c(=O)c2)CCO1 (stereo unspecified) | -18.3% |
| Cc1nc(-c2ccccc2)n(Cc2ccc(F)c(F)c2)c(=O)c1CCO | i |
| O=C(COc1ccccc1)N1CCC(N2CC3CC(C2)[C@H]2CCCC(=O)N2C3)CC1 (stereo partly specified) | -3.5% |
| Cc1ccccc1-c1nc2cc(NC(=O)c3cccc(OCCC(C)C)c3)ccc2o1 | i |
| O=C(Cc1ccc(Cl)cc1)N1CCN(C(=O)c2nnn3c2COC(c2ccccc2)C3)CC1 (stereo unspecified) | -1.7% |
| Cc1ccc(C(=O)N2[C@@H]3CC[C@H]2CC(NC(=O)c2ccncc2)C3)cc1C (stereo partly specified) | -4.5% |
| CCOC(=O)c1csc(NC(=O)C2CC(=O)N(c3n[nH]c4ccccc34)C2)n1 (stereo unspecified) | i |
| COc1cc(OC)c(Nc2nc3ccccc3nc2-n2nc(C)cc2C)cc1Cl | 22.5% |
| COCCNc1c(-c2noc(C)c2C(=O)Nc2ccc(Cl)cc2)cnn1C | -12.7%[44.1 µM] |
| CC(C)c1cnc2c(c1SCC(=O)c1ccc(Cl)cc1)c(=O)n(C)c(=O)n2C | ? |
| CCN(CC)CC[C@H]1CN(C(=O)NC2CCCCC2)CC[C@H]1CC(=O)O | 27.6%[44.1 µM] |
| Cn1c(C(=O)NCCN2CCOCC2)nc2nc(-c3ccccc3)c(Cl)cc21 | i |
| COc1cccc(-c2nc(CS(=O)(=O)CC(=O)N3CCN(c4cc(C)ccc4C)CC3)c(C)o2)c1 | 3.8% |
| Cc1noc(C)c1CN(C)CC1(O)CNCCOC1 (stereo unspecified) | -20.1% |
| Cc1cccc(C(=O)Nc2ccc(C(=O)OCc3cc(=O)n4nc(CC(C)C)sc4n3)cc2)c1 | 15.4% |
| CCc1noc(-c2cccn3c(CNC(=O)C(CC)c4ccccc4)nnc23)n1 (stereo unspecified) | -1.6% |
| Cc1nc(N2CCC(C(=O)O)(n3cccn3)CC2)cc(-n2cccn2)n1 | -11.6% |
| COc1cccc(CN2C(=O)CCCCC2C(=O)NCCCN2CCc3ccccc3C2)c1 (stereo unspecified) | ? |
| COc1cccc(-c2nc(-c3c(C)noc3C)cc3c2cc(C)n3CCN(C)C)c1 | ? |

A different layout for some results above.
Cc1noc(C)c1CN(C)CC1(O)CNCCOC1 (stereo unspecified)
  Pf Dd2 growth: -20.1%

Cc1cccc(C(=O)Nc2ccc(C(=O)OCc3cc(=O)n4nc(CC(C)C)sc4n3)cc2)c1
  Pf Dd2 growth: 15.4%

The list goes on.
| canonical_smiles | Pf Dd2 growth |
| --- | --- |
| Cc1cccn2c(CC(=O)N3CCC4(CC3)c3nc[nH]c3CCN4C)cnc12 | -11.0% |
| Cc1cnc(-c2ccccc2)n1CCNC(=O)CCC1CCCC1 | -10.2% |
| CNC(=O)[C@H]1C[C@H](Oc2ccccc2)CN1C(=O)c1ccc(OC)c(OC)c1 | -18.4% |
| Cc1ccc(N(CC(C)C)S(=O)(=O)c2nnc(NC(=O)C(C)C)s2)cc1 | -13.7% |
| O=C(O)C1CN(c2nccc(N3CCC(O)CC3)n2)CCN1 (stereo unspecified) | -10.2% |
| Cc1ccc2c(C(=O)NCc3ccccc3C(F)(F)F)cc(NC(=O)C(C)C)cc2n1 | ? |
| Cn1cnc(C(=O)N2CCC3(CC2)CN(Cc2ccccc2)CC3CO)c1 (stereo unspecified) | -12.0% |
| COc1cccc(CN2C(=O)OC3(CCN(Cc4c[nH]c5ccccc45)CC3)C2(C)c2cccnc2)c1 (stereo unspecified) | 0.794µM* |
| CS(=O)(=O)CCN1CCN(C(=O)c2cccc(-c3ncc[nH]3)c2)CC1 | 11.1% |
| O=C(NC1CC1)c1ccc2nnc(-c3cccc(OC(F)(F)F)c3)n2c1 | -6.4% |
| Cc1cccnc1CN(C(=O)c1cc(COc2ccccc2)[nH]n1)C(C)C | ? |
| CN1CCN(C2(CNC(=O)c3ccc([N+](=O)[O-])cc3)CCCCC2)CC1 | ? |
| CCCS(=O)(=O)N1CCCC(Cc2noc(-c3cccnc3)n2)C1 (stereo unspecified) | -9.2% |
| NCC(=O)N1CCCC2(Cc3ccccc3CN2C(=O)Cc2cccc(Cl)c2)C1 (stereo unspecified) | 12.6µM* |
| O=S(=O)(C1CC1)N1CCC(n2cnnc2-c2ccccc2)CC1 | 33.6% |
| O=C(Nc1cccc(C(F)(F)F)c1)c1ccc2snnc2c1 | 51.0%[activator] |
| COc1ccccc1CN1CC2(C1)C(=O)N(CCCN1CCCC1=O)C(=O)[C@@H]1C[C@@H](O)CN12 | 27.8% |
| CCOc1ccc(S(=O)(=O)c2c(C(=O)c3ccc(CC)cc3)cnc3ccc(C)cc23)cc1 | i |
| CCOC(=O)c1ccc(NC(=O)Cn2c(N3CCc4ccccc4C3)nc(C)cc2=O)cc1 | -26.3% |
| CC(=O)Nc1ccc(NC(=O)CSc2nccn2Cc2ccc3c(c2)OCO3)cc1 | i |
| O=C1NC2(CCN([S+](=O)([O-])c3cccc(C(F)(F)F)c3)CC2)Oc2ccccc21 | ? |
| Cc1ccc(-c2noc([C@@H]3Cc4nc[nH]c4CN3C(=O)NC(C)C)n2)cc1 | i |
| COc1ccc(OC)c(NC(=O)C(C)n2c(=O)c(-c3ccccc3NC(C)=O)nc3ccccc32)c1 (stereo unspecified) | 11.2µM* |
| N#Cc1ccc(C(=O)Nc2ccc([C@H]3OCC(=O)N(Cc4ccc(F)cc4)[C@@H]3CO)cc2)cc1 | ? |
| CC(C)Cc1nn2c(=O)cc(COC(=O)CNC(=O)c3ccc(C(C)(C)C)cc3)nc2s1 | -18.6% |
| Cc1cc2nnc(SCc3ccc(F)cc3)n2c2ccccc12 | ? |
| Cc1noc(C)c1S(=O)(=O)N[C@@H]1CN(Cc2ccccc2)C[C@H]1CN(C)C | ? |
| CCOC(=O)c1ccc(NC(=O)c2csnn2)cc1 | 37.2%[activator][0.594 µM] |
| CCCn1c2ccccc2c2cnn(CC(=O)Nc3ccc(C)cc3Br)c(=O)c21 | i |
| CC[C@H]1CN2CC[C@H]1C[C@@H]2CNC(=S)Nc1ccc(C)cc1Br | ? |
| O=C(NCc1ccccc1)c1ccccc1OC1CN(Cc2ccc(F)c(F)c2)C1 | -2.5% |
| O=C(NCCN1CCOCC1)c1ccc(N2CC3CC(C2)[C@H]2CCCC(=O)N2C3)nc1 (stereo partly specified) | i |
| CCc1ccc(NC(=O)C2CCCN(S(=O)(=O)c3cccc4nonc34)C2)cc1 (stereo unspecified) | 8.8% |
| Cc1ccc(Cl)cc1NC(=O)C1CCCN(S(=O)(=O)c2cccc3cccnc23)C1 (stereo unspecified) | -1.6% |
| COc1ccc(C)c2sc(N(Cc3cccnc3)C(=O)COc3ccccc3)nc12 | ? |
| COCCNC(=O)[C@@H]1C[C@H](Oc2ccccc2)CN1C(=O)c1ccc2ncccc2c1 | 6.1% |
| CCOCCc1nn2c(=O)cc(COC(=O)COc3ccc(C)c(C)c3)nc2s1 | -2.1% |
| CCN(CC)c1nn2c(=O)c(C(=O)NCc3cccc(OC)c3OC)cnc2s1 | i |
| COc1ccc(CNC(=O)N(C)C2CCc3nnc(C)n3CC2)cc1 (stereo unspecified) | i |
| Cn1ccnc1CNC[C@H]1Cn2cc(-c3ccccc3)nc2CO1 | i |
| Cc1ccccc1[C@H]1[C@@H](C(=O)NCCC(=O)O)C[C@@](C)(C(=O)O)N1C | 15.2% |
| CS(=O)(=O)c1cnc(NCc2cn3ccsc3n2)nc1C1CCCNC1 (stereo unspecified) | 14.7% |
| CN1[C@@H](CCC(=O)NCc2cccs2)CNC(=O)[C@@H]2[C@H]1CCN2Cc1ccc(C(F)(F)F)cc1 | ? |
| Cc1nc2c(NC3CCN(C(=O)c4cccn4C)CC3)cccn2n1 | -10.8% |
| O=C(NCC1CC1)c1cccc(OC2CN(Cc3ccc(F)cc3Cl)C2)c1 | 11.2µM* |
| CCc1ccc(N2CC(c3noc(-c4ccccc4F)n3)CC2=O)cc1 (stereo unspecified) | 28.4% |
| Fc1ccc2nc([C@H]3CCN(Cc4cccs4)C3)[nH]c2c1 | 11.2µM* |
| O=C(Cc1cccc(C(F)(F)F)c1)N[C@H]1CCOC[C@H]1C1CCOCC1 | -5.9% |
| COc1ccc(C)cc1NC(=O)Nc1cccc(-c2ccc(N3CCCCC3)nn2)c1 | ? |
| CC(C)CNC(=O)C1CCc2sc(C(=O)N3CCCCCC3)cc2C1 (stereo unspecified) | ? |
| O=C(Nc1ccc2n(c1=O)C[C@H]1C[C@@H]2CN(C(=O)Nc2ccc(F)cc2)C1)c1ccccc1 | i |
| CCOc1ccccc1Nc1sc(C(=O)c2ccccc2)c(N)c1C(=O)Nc1ccc(F)cc1 | ? |
| Cc1ccc(NC(=O)CSc2nc(-c3ccccc3Cl)nc3cc(=O)[nH]n23)c(C)c1 | 15.8% |
| CCOc1ccc(-n2nc(CO)c(C(=O)NCc3cccc(OC)c3)n2)cc1 | -7.7% |
| N[C@@H]1CC[C@H](C(=O)Nc2ccc(CC(=O)N3CCCC3)cc2)C1 | 4.6% |
| O=C(COc1ccc(-c2nnc3n2CCCC3)cc1)Nc1ccccc1 | 7.94µM* |
| CC(=O)c1c(C)nn(CC(=O)N2CCOC(C(=O)O)C2)c1C (stereo unspecified) | -5.6% |
| Cc1c(Cl)cccc1NC(=O)CN(CCc1ccccc1)S(=O)(=O)c1ccccc1 | 1.3% |
| COC[C@H]1CCCN1Cc1nc(C2(O)CCN(Cc3ccc(OC)cc3)CC2)cs1 | i |
| Cc1noc(C)c1-c1cc2cc(C(C)C)oc2c(-c2ccc(CO)cc2)n1 | i |
| COc1ccc(C)cc1NC(=O)C1CCN(c2cnc3nc(C)c(C)nc3c2)CC1 | ? |
| Cc1sc2ccn(C)c(=O)c2c1C(=O)NCc1cccc(Br)c1 | i |

Arranged by number of heavy atoms (high to low): some entries from above
| canonical_smiles | Pf Dd2 growth |
| --- | --- |
| Cc1ccc(C)c(N2CCN(C(=O)CN3CCSc4ccc(S(=O)(=O)N(C)C)cc43)CC2)c1 | ? |
| CCc1noc(-c2cccn3c(CNC(=O)C(CC)c4ccccc4)nnc23)n1 (stereo unspecified) | -1.6% |
| CCCS(=O)(=O)N1CCCC(Cc2noc(-c3cccnc3)n2)C1 (stereo unspecified) | -9.2% |
| Fc1ccc2nc([C@H]3CCN(Cc4cccs4)C3)[nH]c2c1 | 11.2µM* |

Not all compounds are listed (hit frequency here may not be typical).
